Bioassay records as filed in PubChem BioAssay.
FLuc counter: counter-screen for miR-21 project: firefly luciferase inhibitors or activators; P08659; purified FLuc, Km substrates, luminescence inhibition; Potency, µM (titrated, usually from 57.5 µM), for inactives: top-dose activity change, negative = inhibition, actives largely listed as inhibitors; 360,000 tested, 6.9% active; AID 588342; active means well fitted inhibition curve with a large enough effect; inconclusive means small, poorly fitted or top-dose-only effect;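 further: plate controls were vehicle for no effect and reference inhibitor for full effect; nearly all actives have a fitted effect of over 55% in size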
Target sequence (P08659 whole entry, looked up): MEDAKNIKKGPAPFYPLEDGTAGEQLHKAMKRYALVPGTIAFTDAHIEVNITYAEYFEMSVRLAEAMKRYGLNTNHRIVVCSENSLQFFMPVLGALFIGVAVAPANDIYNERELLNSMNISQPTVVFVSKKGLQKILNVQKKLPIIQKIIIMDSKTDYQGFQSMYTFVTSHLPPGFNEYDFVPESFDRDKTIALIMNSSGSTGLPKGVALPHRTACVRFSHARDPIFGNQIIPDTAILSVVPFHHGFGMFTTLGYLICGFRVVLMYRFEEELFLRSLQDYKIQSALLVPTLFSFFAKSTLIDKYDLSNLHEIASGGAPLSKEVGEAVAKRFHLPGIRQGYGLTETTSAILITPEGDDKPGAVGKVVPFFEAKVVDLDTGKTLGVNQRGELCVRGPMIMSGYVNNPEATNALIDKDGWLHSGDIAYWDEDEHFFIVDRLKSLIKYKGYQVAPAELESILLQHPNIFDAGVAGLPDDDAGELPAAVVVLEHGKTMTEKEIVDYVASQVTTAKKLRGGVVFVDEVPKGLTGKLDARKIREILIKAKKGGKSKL
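Purified P. pyralis luciferase (10nM final) with 10uM D-luciferin and 10uM ATP (Km levels) in 50mM Tris acetate pH 7.5, 10mM Mg acetate, 0.01% Tween-20, 0.05% BSA; qHTS 6-point titration, ~60 µM downward; luminescence read.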
The depositor's hits bear a star; ? = inconclusive; [ ] = remark or other dose. Potency means the concentration at half of the fitted maximal effect. Only part of the results is shown; rates above refer to the full screens.

SMILES	FLuc counter
COc1cc(NC(=O)c2cccc(Cl)c2Cl)ccc1NC(=O)c1cc2ccccc2o1	-0.3%
COc1ccccc1CNS(=O)(=O)c1ccc2c(c1)NC(=O)CC(=O)N2	2.1%
Cc1ccc(NC(=O)C(=O)NCC(c2cccnc2)N2CCN(Cc3ccccc3)CC2)cc1Cl (stereo unspecified)	-1.1%
Cc1cccc(S(=O)(=O)c2cn(C)c3cc(N4CCC(C)CC4)c(F)cc3c2=O)c1	0.6%
CC(C)Oc1ccc(CNC(=O)C2=Cc3ccccc3OC2)cc1	?
COc1cccc(C(=O)Nc2ccc3oc(-c4cccc5c(Br)cccc45)nc3c2)c1	-3.0%
CC(C)(C)OC(=O)N1CCC(c2c(C(=O)NCc3cccs3)cnn2-c2ccc(F)cc2F)CC1	-2.5%
CC(C)COc1ccc(C(=O)Nc2onc3c2CCCC3)cc1	0.338µM*
COc1ccc(-c2cn3nc(N4CCC(C(=O)Nc5cc(Cl)ccc5OC)CC4)sc3n2)cc1	-19.3%
CCOc1ccc(C2=CC(c3cc(Br)ccc3F)n3ncnc3N2)cc1Cl (stereo unspecified)	-1.7%
CCCc1ccc(-c2ccc(C(=O)Oc3ccc(Br)cc3)cc2)nc1	-3.9%
O=C(NCCCc1nc2ccccc2n1Cc1ccccc1Cl)c1ccco1	-6.2%
COc1cccc(C(=O)NCc2ccc3c(c2)CCN3C(=O)c2ccncc2)c1	1.7%
CCOC(=O)C1CCCN(C(=O)C2CCN(c3nnc(C)c4c(C)n(-c5ccccc5)nc34)CC2)C1 (stereo unspecified)	-9.9%
COc1ccccc1CCNC(=O)Cc1c(C)c2cc3c(C)coc3cc2oc1=O	-2.7%
O=C(NC1CCCCC1)c1ccc(Cn2c(SCc3ccc(F)cc3)nc3cccnc32)cc1	?
N#Cc1c(C(F)(F)F)cc(-c2cccs2)nc1SCc1ccccc1F	3.6%
CC(=O)Nc1c(C)nn(-c2ccccc2)c1N1CCC(C(=O)NCc2cccc(Cl)c2)CC1	-8.9%
CCCCCCSc1nnc2c(n1)OC(C)Nc1ccc(Br)cc1-2 (stereo unspecified)	?
COc1ccc(NC(=O)Cn2c(=O)c3cccn3c3ccccc32)cc1	-18.9%
CC(C)Oc1cccc(C(=O)Nc2ccc3oc(-c4ccccc4)nc3c2)c1	?
CCS(=O)(=O)c1ccccc1C(=O)N1CCN(c2nc3ccccc3s2)CC1	-4.3%
Cc1ccc(S(=O)(=O)C(CNS(=O)(=O)c2ccc(F)c(C)c2)c2cccs2)cc1 (stereo unspecified)	-16.0%
CC1CCN(S(=O)(=O)c2ccc3c(c2)c(=O)c(C(=O)NC(C)c2ccccc2)cn3C)CC1 (stereo unspecified)	0.4%
CCOC(=O)c1cccc(NC(=O)c2oc3c(c2C)-c2[nH]ncc2CC3)c1	-3.0%
CC(=O)Nc1nonc1-c1nnc(SCc2ccc(F)cc2)n1C	1.8%
COc1ccc(-c2nc3scc(CCNS(=O)(=O)c4ccc(Oc5ccccc5)cc4)n3n2)cc1OC	-10.7%
CCc1ccccc1NC(=O)Cn1c(=O)n(C(C)C)c(=O)c2oc3ccccc3c21	-3.3%
O=C(Cc1ccc(NC(=O)N2CCSc3ncccc32)cc1)NCc1ccccc1Cl	-20.0%
CCn1nnc2cc(C(=O)Nc3ccc(Br)cc3F)ccc21	-4.1%
CCc1cccc(CC)c1NC(=O)c1cc(S(=O)(=O)N2CCc3ccccc32)cn1C	-3.9%
COc1ccc(CNC(=O)Cn2ncn3nc(-c4cccs4)cc3c2=O)cc1	-0.1%
Clc1cccc(-c2nc3ccccn3c2Nc2ccc3c(c2)OCCO3)c1	?
CCOc1ccc2nc(N(Cc3cccnc3)C(=O)c3cccs3)sc2c1	?
COc1ccc(C(CC(=O)Nc2cccc(C)c2C)N2Cc3ccccc3C2=O)cc1 (stereo unspecified)	-15.8%
Cc1ccc(-n2ncc3c(N4CCC(Cc5ccccc5)CC4)ncnc32)cc1C	-2.1%
Cc1cccn2c(=O)c(C(=O)N3CCN(c4ccc(Cl)cc4)CC3)cnc12	-2.7%
Cn1c(=O)c2c(nc(SCC(=O)Nc3ccc(F)cc3)n2Cc2ccc(Cl)cc2)n(C)c1=O	-3.3%
CCOC(=O)c1ccc(NC(=O)CCCn2c(=O)c3cccn3c3cccnc32)cc1	-7.0%
CCOC(=O)c1cc(C)n(CC2CCC(C(=O)Nc3ccc(OC)c(OC)c3)CC2)c1C (stereo unspecified)	-1.1%

Reformatted as labelled records: part of the list above.
SMILES: Cc1ccc(-n2ncc3c(N4CCC(Cc5ccccc5)CC4)ncnc32)cc1C
  FLuc counter = -2.1%

SMILES: Cc1cccn2c(=O)c(C(=O)N3CCN(c4ccc(Cl)cc4)CC3)cnc12
  FLuc counter = -2.7%

SMILES: Cn1c(=O)c2c(nc(SCC(=O)Nc3ccc(F)cc3)n2Cc2ccc(Cl)cc2)n(C)c1=O
  FLuc counter = -3.3%

SMILES: CCOC(=O)c1ccc(NC(=O)CCCn2c(=O)c3cccn3c3cccnc32)cc1
  FLuc counter = -7.0%

An excerpt of these results, field by field.
CC(C)Oc1cccc(C(=O)Nc2ccc3oc(-c4ccccc4)nc3c2)c1
  FLuc counter: ?

Cc1ccc(S(=O)(=O)C(CNS(=O)(=O)c2ccc(F)c(C)c2)c2cccs2)cc1 (stereo unspecified)
  FLuc counter: -16.0%

Going on with the list.
SMILES	FLuc counter
CC(=O)N1CCc2cc(Br)cc(S(=O)(=O)N3CCN(c4cccc(C)c4)C(C)C3)c21 (stereo unspecified)	-5.2%
COc1ccc(-c2c(C)nn3c(C(F)(F)F)cc(-c4ccc(Br)cc4)nc23)cc1	-6.5%
Cc1ccc2nc(-c3cc(NC(=O)c4ccc5c(c4)OCCO5)ccc3Cl)oc2c1	?
CCOC(=O)c1cc(S(=O)(=O)NCc2ccc(Cl)cc2)[nH]n1	?
COc1ccccc1NC(=O)Cn1cc(C(=O)c2ccncc2)c(=O)c2cc(C)ccc21	-5.5%
CCc1cccc(C)c1NC(=O)Cn1ccn(-c2cccc(OC)c2)c(=O)c1=O	-19.6%
Cc1ccc2c(c1)c(=O)c(C(=O)c1ccncc1)cn2CC(=O)Nc1ccc(C(C)C)cc1	1.9%
CC1=C(C(=O)Nc2ccc(C)cc2)C(c2ccccc2Cl)n2nnnc2N1 (stereo unspecified)	-2.1%
CCN1CCN(C(c2cccc(Cl)c2)c2c(O)cc(C)n(CCOC)c2=O)CC1 (stereo unspecified)	-11.3%
COc1ccc(CNC(=O)CCn2c(=O)c3cccn3c3ccc(F)cc32)cc1OC	3.4%
N#Cc1nc(-c2ccc(COc3ccc(Cl)cc3)o2)oc1N1CCC(C(N)=O)CC1	-15.7%
CCc1ccccc1NC(=O)Cn1nnc(-c2nc(-c3ccc(C)cc3)no2)c1N	0.9%
O=C(NCCCN1CCN(c2ccccc2)CC1)c1ccc2nc(Cc3ccccc3)oc2c1	-10.1%
COC(=O)c1ccccc1N(C)S(=O)(=O)c1cc2c3c(c1)CC(=O)N3CCC2	-3.1%
CCOC(=O)c1ccc(N2CCN(c3ccc(F)cc3)CC2)c(NC(=O)Nc2ccc(CC)cc2)c1	-3.2%
CC1CCCN(S(=O)(=O)c2cc3c4c(c2)CC(=O)N4CCC3)C1 (stereo unspecified)	0.8%
CN(C)c1ccc(CNc2nc(-c3ccco3)nn2C(=O)c2cccc([N+](=O)[O-])c2)cc1	-12.1%
Cc1ccc(N(CC(=O)NCc2ccc(Cl)cc2)S(=O)(=O)N(C)C)cc1	-13.2%
CCOC(=O)c1[nH]c(C)c(CCC(=O)NCc2ccc(OC)cc2)c1C	-7.0%
Cc1ccc(-c2nnc(Nc3ccc(O)cc3)c3ccccc23)cc1S(=O)(=O)N1CCN(C)CC1	-2.7%

The closing two entries of the section before come first, to join the parts:
SMILES	FLuc counter
CCOC(=O)c1[nH]c(C)c(CCC(=O)NCc2ccc(OC)cc2)c1C	-7.0%
Cc1ccc(-c2nnc(Nc3ccc(O)cc3)c3ccccc23)cc1S(=O)(=O)N1CCN(C)CC1	-2.7%
Nc1nnc(SCC(=O)Nc2ccc(Cl)cc2)s1	-1.2%
COC(=O)c1ccc(NC(=O)CC2C(=O)N(c3ccc(F)cc3)C(=O)N2Cc2ccc(OC)cc2)cc1 (stereo unspecified)	4.7%
Cc1ccc2c(=O)cc(C(=O)Nc3nnc(CC(C)C)s3)oc2c1C	?
COC(=O)c1ccc(NC(=O)N2CCC(CN3CCc4ccccc4C3)CC2)cc1	-3.9%
CCc1ccc(C(=O)NC(Cc2c[nH]c3ccccc23)C(=O)OCC(=O)c2ccc(Br)cc2)cc1 (stereo unspecified)	?
Cc1ccccc1NC(=O)Nc1ccc2nc(N3CCN(C)CC3)cc(C)c2c1	-5.0%
O=C(CSc1nc2nccnc2c(=O)n1CCc1c[nH]c2ccccc12)Nc1ccccc1F	-13.8%
CCc1cccc(-n2nnc(-c3nc(-c4ccccc4Cl)no3)c2N)c1	-3.5%
COc1ccc(-c2nnc(SCC(=O)N3CCc4ccccc43)o2)cc1OC	0.2%
CCC(Cn1nnc2ccccc2c1=O)NC(=O)Nc1ccc(C)cc1 (stereo unspecified)	-8.4%
CCOc1ccccc1NC(=O)CSc1nc(=O)[nH]c2c1CCCC2	-0.7%
COc1ccc(-c2cc(C(C)=O)c(C)n2CCC(=O)Nc2cc(C)ccc2OC)cc1	-1.0%
COc1cc(CNC(=O)c2ccc3c(c2)c(C)c(C)n3Cc2cccc(C)c2)cc(OC)c1OC	-9.6%
O=C(Nc1ccccc1Cl)C1CCN(c2nc3ccccc3[nH]2)CC1	0.0%
COc1ccc2nc(NC(=O)c3nc(S(=O)(=O)Cc4ccc(C)cc4)ncc3Cl)sc2c1	-5.6%
CCOc1ccc(C(=O)NCCc2sc(-c3ccc(F)cc3)nc2C)cc1	?
COc1cc(OC)c(NC(=O)Cn2c(=O)cc(C(F)(F)F)c3c(C)nn(C)c32)cc1Cl	0.2%
Cc1ccc(NC(=O)Cn2nnc(-c3nc(-c4ccncc4)no3)c2N)c(C)c1	1.0%
COc1ccccc1NC(=O)C1CCC(CNS(=O)(=O)c2ccc3c(c2)CC(C)N3C(C)=O)CC1 (stereo unspecified)	-4.5%
Cc1ccc(C)c(CN2C(=O)c3ccccc3S(=O)(=O)c3ccc(C(=O)NCCCN4CCCC(C)C4)cc32)c1 (stereo unspecified)	0.6%
Brc1cccc(-c2nnc(CN3CCN(c4ccccn4)CC3)o2)c1	-2.3%
COc1cccc(CNC(=O)CCn2cnc3ccccc3c2=O)c1	-8.0%
CCCOC(=O)c1c(NC(=O)c2cc3ccccc3c(=O)o2)sc2c1CCC(C)C2 (stereo unspecified)	0.1%
O=C(Cn1cc(C(=O)c2ccco2)c2ccccc21)Nc1ccc(Br)cc1	4.6%
COc1cc(NC(=O)Cn2c(=O)oc3cc(S(=O)(=O)N4CCCCCC4)ccc32)cc(OC)c1	?
Cc1nnc(NCc2ccc(Cl)cc2)c2c1nnn2Cc1ccc(F)cc1	-1.4%
COc1ccc(CNC(=O)C(=O)NCC(c2ccco2)S(=O)(=O)c2ccc(Cl)cc2)cc1 (stereo unspecified)	-1.7%
CCc1ccc(NC(=O)C2CCC(CNS(=O)(=O)c3cccs3)CC2)cc1 (stereo unspecified)	-5.6%
O=c1c2ccccc2nc(/C=C/c2cccc3ccccc23)n1-c1ccc(F)cc1F	-6.9%
Cc1ccc(NC(=O)c2cccn2-c2nnc(N3CCCCC3)s2)cc1Cl	39.9%[activator]
Cc1ccc(NC(=O)c2cnn3c2NC(c2ccccc2)=CC3c2ccccc2)cc1 (stereo unspecified)	-1.7%
Cc1ccc(Cn2c3ccccc3c3cnn(CC(=O)Nc4cc(Cl)ccc4C)c(=O)c32)cc1	4.1%
CCCCN(C)CCNC(=O)c1c2c(nc3ccccc13)C(=O)N(C1CCCCC1)C2	3.6%
Cc1ccc(NC(=O)CSc2cn(CC(=O)N3CCCCCC3)c3ccccc23)cc1	2.1%
COc1ccc2c(c1)Cc1sc(NC(=O)c3ccccc3Br)nc1-2	?
CCOC(=O)c1c(S(=O)(=O)NCC(=O)Nc2ccc(Cl)c(C(F)(F)F)c2)c(C)n(C)c1C	-14.6%
CCc1nn(CC(=O)NCCc2ccc(SC)cc2)c(=O)c2cc3sccc3n12	-4.6%
CCCN(c1ccc(C(C)C)cc1)S(=O)(=O)c1ccc2c(c1)oc(=O)n2CC(=O)OCC	-1.3%
CCc1ccc(CN(Cc2ccco2)C(=O)c2ccc(OC)cc2)cc1	-17.7%
O=C(CC(NCc1cccnc1)C(=O)O)Nc1ccc(F)cc1 (stereo unspecified)	0.2%

Taken from above.
FLuc counter result of `CC(=O)N1CCc2cc(Br)cc(S(=O)(=O)N3CCN(c4cccc(C)c4)C(C)C3)c21` (stereo unspecified) stands at -5.2%
FLuc counter result of `Cc1ccc(N(CC(=O)NCc2ccc(Cl)cc2)S(=O)(=O)N(C)C)cc1` stands at -13.2%

(list continues)
SMILES	FLuc counter
O=C(COc1ccc(F)cc1)Nc1ccc2nc(SCC(=O)N3CCOCC3)sc2c1	?
Cc1ccc2c(c1)Cc1c(nc(-c3ccc(F)cc3)nc1SCC(=O)N1CCCCC1)O2	-8.6%
CCCSc1nnc2c(n1)OC(c1ccc(Br)s1)Nc1ccccc1-2 (stereo unspecified)	?
CC(=O)Nc1ccc(-c2nnc3n(CC(C)C)c(=O)c4ccccc4n23)cc1	-10.6%
CCc1nc2ccc(C(=O)N3CCN(c4cc(Cl)ccc4C)CC3)cc2nc1CC	-1.2%
CCC1CN(C(=O)N2CCC(C(=O)NCc3cccc(C)c3)CC2)c2ccccc2O1 (stereo unspecified)	0.2%
CN1C(=O)c2ccccc2Sc2ccc(NC(=O)N3CCN(c4ccccc4F)CC3)cc21	-2.4%
CCOc1ccc(N2CC(NC(=O)CCc3ccccc3)CC2=O)cc1 (stereo unspecified)	-3.8%
Cc1ccc(C)c(NC(=O)CSc2nc3nccnc3c(=O)n2CCc2c[nH]c3ccccc23)c1	-4.8%
CCOc1ccc(-c2nonc2NC(=O)c2oc3cc(Br)ccc3c2C)cc1	-18.9%
